High-throughput results deposited in PubChem by The Scripps Research Institute Molecular Screening Center.
OX1R antag-1 – blocks the human orexin 1 receptor. OX1R-expressing cells, FRET antagonist read-out. inhibition, % at 6.6 µM. actives 1.8% (n = 330,000). AID 485270; in the data active = inhibition mostly above about 38%, no sharp cut-off; inactive = mostly below about 40%;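 note: 0% = agonist challenge alone and 100% = reference antagonist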
Target sequence (O43613 whole entry, looked up): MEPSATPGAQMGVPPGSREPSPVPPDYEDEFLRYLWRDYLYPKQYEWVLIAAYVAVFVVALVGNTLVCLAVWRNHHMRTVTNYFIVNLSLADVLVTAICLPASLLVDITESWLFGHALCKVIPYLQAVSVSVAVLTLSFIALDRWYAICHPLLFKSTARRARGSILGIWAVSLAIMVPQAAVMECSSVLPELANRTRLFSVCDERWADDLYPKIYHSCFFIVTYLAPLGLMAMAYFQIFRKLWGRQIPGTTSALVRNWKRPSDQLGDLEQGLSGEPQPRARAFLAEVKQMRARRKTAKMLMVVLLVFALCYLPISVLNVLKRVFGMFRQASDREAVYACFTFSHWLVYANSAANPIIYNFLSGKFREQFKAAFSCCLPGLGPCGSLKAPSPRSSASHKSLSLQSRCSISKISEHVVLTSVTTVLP
OX1R antag-2 – antagonists of human orexin 1 receptor. AID 434989. inhibition, % at 5 µM. CHO/OX1R cells, Fluo-8 calcium fluorescence, orexin A. actives 0.43% (n = 330,000);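 active = inhibition above its plate's threshold, mean inhibition of all tested compounds on the plate plus 3 SD, cut at about 37% in these data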;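 note: 0% = orexin A challenge wells and 100% = SB-334867-A antagonist wells; not every result past the cut was called active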
The depositor's hits bear a star. This is a random part of the collection; 2% or so of the library scored in one or more.

OX1R antag-2	OX1R antag-1	molecule
2	4	O=S(=O)(c1ccc(Cl)c(NC(=S)N/N=C/c2ccc(O)cc2)c1)N1CCOCC1
-24	37	COc1ccc(NC(=O)c2ccc(C)o2)c([N+](=O)[O-])c1
-20	17	COc1ccccc1CCNC(=O)C(=O)Nc1cc2c3c(c1)CC(=O)N3CCC2
-14	9	O=C(Nc1ccccc1)Nc1scc2c1c(=O)oc1ccccc12
-16	11	CC(C)(C)n1nc2c(c1NC(=O)c1ccc(S(=O)(=O)N3CCCC3)cc1)CS(=O)C2 (stereo unspecified)
-18	29	COc1ccc(-n2nnc3c(SCC(=O)NCC4CCCO4)ncnc32)cc1 (stereo unspecified)
-34	19	COc1cc(NC(=O)c2ccccc2C)c(OC)cc1NC(=O)CN1CCOCC1
-6	20	CC1(C)CC(=O)C(C=Nc2cccnc2)=C(O)C1
-8	17	NC(=O)C(c1ccccn1)c1ncc(C(F)(F)F)cc1Cl (stereo unspecified)
-26	30	O=C(COc1ccccc1-c1ccccc1)c1ccccc1
-9	10	COc1ccc(NC(=S)NC(=O)/C=C/c2ccco2)c(OC)c1
4	12	O=Cc1cn(-c2ccccc2)nc1-c1cc2cc(O)ccc2oc1=O
-6	9	CC(NC(=O)Cn1cccc1)c1ccccc1 (stereo unspecified)
-19	1	Cc1ccc2[nH]c(=S)cc(C)c2c1
-33	14	O=C(CNC(=O)c1ccccc1Br)N/N=C/c1cc(Br)ccc1O
-31	27	CC(C(=O)Nc1cccc(C#N)c1)N(C)CCOc1ccccc1 (stereo unspecified)
-2	10	O=C(O)CN1C(=O)/C(=C/c2ccc(N3CCCCC3)o2)SC1=S
-16	13	Cc1ccc(-c2nc(S(=O)(=O)c3ccc(F)cc3)c(SCC(=O)NCC3CCCO3)o2)cc1 (stereo unspecified)
13	29	CN(CC(=O)Nc1ccc(F)cc1)C(=O)COC(=O)C1=COCCO1
-11	16	Cc1cc(C)cc(NC(=O)C2(c3cccs3)CCOCC2)c1
-3	12	COc1ccc(C(C)NC(=O)c2ccccc2)cc1 (stereo unspecified)
-22	15	O=C(c1ccc[nH]c1=S)N1CCN(S(=O)(=O)c2ccc(Br)cc2Cl)CC1
-6	9	Cc1ccsc1/C=C1\CCC(C2CCCC2)C1=O (stereo unspecified)
-18	6	CC1CCCN(CC(O)COc2ccc(S(=O)(=O)N3CCCC3)cc2[N+](=O)[O-])C1 (stereo unspecified)
-18	16	O=C(NCc1cccnc1)/C(=C/c1ccco1)NC(=O)c1ccccc1
-28	14	Cc1ccc(Nc2c(-c3ccc(N4CCOCC4)cc3)nc3ncccn23)cc1C
-3	20	COc1cc(S(=O)(=O)NC2CCCCC2)ccc1Cl
16	17	CCc1c(C#N)c(SCCC(=O)Nc2ccc(F)cc2)nc2c1C(=O)CC(C)(C)C2
-10	33	COC(=O)c1cc(-c2c[nH]c3ccccc23)n[nH]1
-4	8	CCOC(=O)c1c(/N=C/C2C(=O)CCCC2=O)sc(C)c1C
-10	4	COC(=O)[C@@H]1CCCN1C(=O)c1cc(COc2cccc3cccnc23)on1
-1	14	CCOCCOC(=O)c1ccc(NC(=O)c2cc(OC)c(OC)c(OC)c2Br)cc1
-16	5	COc1ccc(C(=O)N2CCN(C(=O)C3COc4ccccc4O3)CC2)cc1 (stereo unspecified)
-21	32	C=C1CCN([C@@H](CC(C)C)C(=O)NCc2cc(OC)c(OC)c(OC)c2)S(=O)(=O)c2ccccc21
-27	10	COc1ccc(OC)c(N/C(=N/c2nc(C)cc(C)n2)NC(C)=O)c1
-17	-2	COc1ccccc1NC(=O)CN1CCN(CC(=O)Nc2ccccc2Cl)CC1
2	21	N#Cc1nc(-c2ccc(F)cc2)oc1NCc1cccc2c1OCO2
-12	14	CC(C)(C)N1C(=O)[C@H]2[C@@H](c3ccc(Br)cc3)N3C(=O)N(c4cccc(F)c4)C(=O)[C@@]3(Cc3ccccc3)[C@H]2C1=O
-28	2	CC1Sc2ccc(S(=O)(=O)CCC(=O)NC(C)c3ccccc3)cc2NC1=O (stereo unspecified)
-25	16	Cc1nc2c(sc3nc(N4CCOCC4)c4c(c32)CC(C)(C)OC4)c(-c2ccccc2)c1C(=O)O
-16	4	CCOC(=O)C(NCc1ccco1)(NC(=O)c1ccc(OC)cc1)C(F)(F)F (stereo unspecified)
12	3	CCN(CC)CCCNC(=O)c1cn(-c2cccc(OC)c2)c(=O)c2ccccc12
4	13	COc1cc(C(=O)N2CCC(C(N)=O)CC2)ccc1OCc1c(C)noc1C
-1	19	COc1ccc(OC)c(CC(NC(C)=O)C(=O)NC2CCN(S(=O)(=O)c3ccc(NC(C)=O)cc3)CC2)c1 (stereo unspecified)
-4	6	O=C(NC1CCCCC1)c1ccccc1NC(=S)NC(=O)C1CC1
-10	16	CCC(C(=O)Nc1ccc(S(=O)(=O)Nc2ncccn2)cc1)c1ccccc1 (stereo unspecified)
-11	15	CCOc1ccc(S(=O)(=O)NCCCl)cc1
7	34	O=C(NCc1cc([N+](=O)[O-])ccc1O)c1cccnc1Sc1ccccc1
-10	9	CC(C)c1ccc(NC(=O)C(c2ccccc2)N2CCN(C=O)CC2)cc1 (stereo unspecified)
-15	25	CCCNC(=O)C1CN(S(=O)(=O)c2ccc(C)cc2)c2ccccc2O1 (stereo unspecified)

(further entries)
OX1R antag-2	OX1R antag-1	molecule
-2	15	COc1ccc2c(c1OC)C(=O)OC2c1c(O)nc(SC)n(-c2ccccc2)c1=O (stereo unspecified)
-15	5	N#Cc1ccc(S(=O)(=O)Nc2ccc3ccccc3n2)cc1
-28	28	CCC(C(=O)Nc1ccccc1C(=O)N1CCCC1)N1C(=O)c2ccccc2C1=O (stereo unspecified)
-20	9	COc1ccc(CCC(=O)N2CCCC(Nc3ccc(C)c(C)c3)C2)cc1OC (stereo unspecified)
-12	4	CCOC(=O)C1CCN(S(=O)(=O)c2ccc3[nH]c(=O)ccc3c2)CC1
-9	3	Cn1nnnc1NCc1ccccc1F
-10	9	O=C(CCNC(=O)c1ccc(Cl)cc1)NCc1ccco1
-28	8	CCn1c(SCC(=O)NC2CCCCC2C)nnc1-c1ccc(OC)cc1 (stereo unspecified)
7	4	O=C(Nc1ccc(Oc2cccnc2)cc1)c1ccccc1F
-2	11	CCn1c(SCC(=O)NNC(=O)c2ccccc2)nnc1-c1ccco1
-9	11	C=CCOc1ccc(C(=O)Nc2ccc(OCC)cc2)cc1
-5	22	O=C(Nc1cccc([N+](=O)[O-])c1)c1ccc(CN2CCOCC2)cc1
1	14	O=C(O)C[C@@H](CNC(=O)COc1ccc2ccc(=O)oc2c1)c1ccc(Cl)cc1
5	-3	Cc1ccccc1NC(=O)N1CCNC(=O)C1CC(=O)Nc1cc(Cl)ccc1Cl (stereo unspecified)
-21	2	COc1ccc(C(=O)c2ccc(N3CCN(C(=O)c4ccc(F)cc4)CC3)c(F)c2)cc1Br
-14	1	O=C(CN1CCCc2ccccc21)NCCc1ccc(F)cc1
-3	-4	CCOc1cc2c(cc1OCC)C(C(=O)O)C(c1ccc(OC)c(O)c1)N(C)C2=O (stereo unspecified)
-1	16	COc1ccc2c(c1)sc(=N)n2C
-17	8	CCOC(=O)[C@H]1[C@H]2COc3ccc(C)cc3[C@@H]2N2C(=O)c3cc(F)c(F)cc3NC(=O)[C@@]12C
-10	12	CCN(CC)CCOCCOC(=O)C1(c2ccccc2)CCCC1
6	12	NC(=O)N/N=C/C=C/c1ccc(F)cc1
-20	-3	COc1ccc(CNC(=O)c2cc(=O)c3ccccc3o2)cc1
-12	7	COc1ccc(N(CC(=O)N2CCc3ccccc3C2)S(C)(=O)=O)cc1Cl
-20	5	CSc1cccc(NC(=S)N2CCC(N(C)C3CCCCC3)CC2)c1
-19	11	N#Cc1ccc(CN2CCN(C(=O)Cn3nc(C(N)=O)c4ccccc4c3=O)CC2)cc1
-10	14	CCOC(=O)C1=C(CC)OC(N)=C(C#N)C1c1ccc(NC(C)=O)cc1 (stereo unspecified)
-42	10	O=C(CSc1nnc(Cc2cccs2)n1C1CCCCC1)N1CCN(C(=O)c2ccco2)CC1
13	69	Nc1c(C(=O)c2ccccc2)oc2ccccc12
-5	20	C=C1CCN([C@@H](Cc2ccccc2)C(=O)O)S(=O)(=O)c2ccccc21
-31	-3	CCN(CC)C(=O)C1CCN(S(=O)(=O)c2ccc3c(c2)CCCN3C(=O)C2CCC2)CC1
-19	-3	C=CCNC(=O)c1oc2ccc(S(=O)(=O)N(CC)CC)cc2c1C
-31	9	CCn1cc(-c2n[nH]c(=S)n2-c2ccc(C)cc2Br)c(=O)c2ccc(C)nc21
-20	15	CCOC(=O)c1c(Cc2cccc(Cl)c2)c[nH]c1C
-7	14	CCOCc1c(C(=O)OCC(=O)Nc2ccc(C)c(S(=O)(=O)N(C)C)c2)oc2ccccc12
4	10	CCN(CC)c1nc2n(c(=O)n1)CCO2
-13	29	COCCCn1c(Cc2csc(Nc3cccc(Cl)c3)n2)nnc1SCC(=O)OC
0	24	Cc1ccc(N(CC(=O)Nc2ccc3c(c2)OCCO3)S(=O)(=O)c2c(C)noc2C)cc1
-8	11	COc1cc(CC(=O)OCC(=O)N2CCCCC2C)cc(OC)c1OC (stereo unspecified)
-11	-4	COc1ccc(CC(=S)N2CCOCC2)cc1OC
-15	13	Cc1nn(C)c(C)c1S(=O)(=O)N1CCC(CO)(CC2CCCCO2)CC1 (stereo unspecified)
6	46*	CCN(CC)C(=O)Cn1cc(C(=O)C(=O)NCCc2c[nH]c3ccccc23)c2ccccc21
2	7	Cc1cc(=O)[nH]c(SCC(=O)NCc2ccc3c(c2)OCO3)n1
5	27	CCCCCCCCOC(=O)CCn1[nH]c(=O)c2ccccc2c1=O
-4	2	Cc1cc(=O)[nH]c(SCC(=O)NCCOc2ccccc2)n1
-10	6	O=C(Nc1nnc(C2=COCCO2)o1)c1cccc([N+](=O)[O-])c1
38	47	O=C(NCc1ccccc1)N1CCN(c2ccc(Cl)c(Cl)c2)CC1
-6	-3	O=C(CSc1ccc(Cl)cc1)NNC(=O)c1ccco1
-23	19	COc1ccc(N2CC(C)Cn3c2nc2c3c(=O)n(CCN3CCOCC3)c(=O)n2C)cc1 (stereo unspecified)
-6	15	O=C(CNC(=O)C1CCCCC1)Nc1ccc(Cl)cc1
-20	-3	O=C(NCC(=O)N1CCN(c2ncccn2)CC1)c1ccccc1F

Next part:
OX1R antag-2	OX1R antag-1	molecule
-16	9	COc1ccc(NC(=O)COc2ccc(Br)cc2)c(OC)c1
8	19	CC1=C(C(=O)OCc2ccccc2)C(c2cccs2)NC(=O)N1CCCC(=O)O (stereo unspecified)
-1	8	COc1ccc(C(=O)NNC(=O)CSc2nnc(-c3cccnc3)o2)cc1
-12	12	CN(C(=O)Cn1nc(C(=O)O)c2ccccc2c1=O)C1CCCCC1
-4	15	CCOC(=O)c1ccc(N=C2SC(C(=O)NC)CC(=O)N2Cc2ccc(F)cc2)cc1 (stereo unspecified)
3	33	O=C(O)c1ccc2c(=O)[nH]c(CCl)nc2c1
-15	7	CCOc1ccc(CC(=O)NNC(=S)NC)cc1
-25	20	CCCCN(CCCC)C(=O)c1ccccc1NC(=O)CN1C(=O)c2ccccc2C1=O
-21	17	O=C(CN1CCN(c2ccc(Cl)cc2)CC1)N1CCCC1
9	8	CC(=O)NNC(=S)Nc1cccc(F)c1
-4	12	N#Cc1c(NC(=O)CSc2ncn[nH]2)sc2c1CCCCC2
-7	11	COc1ccc(CN2CC(C(=O)NCCc3ccc(Cl)cc3)CC2=O)cc1 (stereo unspecified)
-22	20	CCCCn1c(N)c(N(CCOC)C(=O)CN(C)S(=O)(=O)c2ccc(F)cc2)c(=O)[nH]c1=O
-19	3	CCc1ccc(CNC(=O)CCn2ccc3cc(S(=O)(=O)N4CCCC4)ccc32)cc1
-16	6	Cn1cccc1C(=O)OCC(=O)NCCc1ccccc1
-17	15	Fc1ccccc1Nc1nc2ccccc2o1
-32	15	CCCn1nc(NC(=O)c2cccs2)c2cc3ccc(C)cc3nc21
